F508del corr = CFTR F508del correction in bronchial cells; CFBE cells, YFP halide quenching; stimulated with forskolin plus potentiator P3; % fluorescence drop versus neutral controls; activity (quench increase), % at 7.58 µM; 350,000 compounds, 0.36% hits;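 active means mean added fluorescence quench of at least 8% versus neutral control, with both replicates also reaching 8%; inconclusive means only one of the mean or replicate conditions met; inactive means mean below 8% and not both replicates reaching 8%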;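 further: cells transiently co-express mutant CFTR-F508del with the halide-sensitive YFP; corrector assay measuring rescue of mutant channel to the surface after 24 h compound exposure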
GSIS activator = primary screen for activators of insulin secretion dependent on glucose, INS-1E cells, GLuc reporter luminescence | INS-1E GLuc reporter insulin secretion, 2-3 h | activation, % at 16.6 µM | 370,000 compounds, 0.61% hits;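 active means lowest replicate activation of at least 40%, so every replicate reaches that level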;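 further: 0% = median of neutral control wells and 100% = median of IBMX positive control wells; some compounds called inactive have numbers as strong as hits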
ERp5 block = blocks human ERp5 reductase activity on insulin; Q15084; ERp5 insulin aggregation, absorbance 650 nm, 90 min; inhibition, % at 9.99 µM; 350,000 compounds, 0.05% hits; AID 651711;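 active means mean replicate inhibition above about 25%, with every replicate also reaching it, limit read from the data, passing the limit was not always enough; inconclusive means only one of those two criteria met; inactive means neither criterion met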
Target sequence (Q15084 whole entry, looked up): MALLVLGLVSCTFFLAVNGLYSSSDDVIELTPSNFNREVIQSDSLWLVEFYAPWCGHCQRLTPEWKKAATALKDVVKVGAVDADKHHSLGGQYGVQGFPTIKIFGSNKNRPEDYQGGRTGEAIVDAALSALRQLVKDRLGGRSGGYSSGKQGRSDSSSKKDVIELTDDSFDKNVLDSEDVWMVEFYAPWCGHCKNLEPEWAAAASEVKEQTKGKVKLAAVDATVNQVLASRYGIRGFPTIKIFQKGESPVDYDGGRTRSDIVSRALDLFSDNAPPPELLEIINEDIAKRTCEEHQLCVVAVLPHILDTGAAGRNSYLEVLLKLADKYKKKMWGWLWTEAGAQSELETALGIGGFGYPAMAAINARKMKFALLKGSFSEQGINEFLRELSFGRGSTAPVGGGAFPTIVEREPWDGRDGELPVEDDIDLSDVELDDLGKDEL
Xi reactivation = reactivates the inactive X chromosome in mouse fibroblasts; XiGFP mouse fibroblasts, % GFP-positive cells imaging, 3 d; cells co-treated with 5-aza-dC sensitizer; scaled so ellipticine positive control = 100%; activation, % at 7.58 µM; 360,000 compounds, 0.055% hits;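 active means mean normalized replicate activation at least 10% and every replicate at or above 10%; inconclusive means only one of the two criteria met; inactive means mean below 10% and not all replicates reach 10%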;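 further: 0% = median of on-plate neutral control wells and 100% = ellipticine 6 µM median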
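Material: XiGFP fibroblasts, SV40-immortalized. Buffer or medium: DMEM plus 5-aza-dC sensitizer. Compound: single concentration per compound, delivered by pin transfer. Times: 3 days compound exposure. Controls: ellipticine 6 µM.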
PAX8 inh HTS = lowers PAX8-driven luciferase in RMG-I cells; RMG-I TPO-luciferase reporter, SteadyGlo, 24 h; inhibition, % at 12.6 µM; 360,000 compounds, 1.2% hits; AID 652154;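 active means mean replicate inhibition at least 60% with every replicate also reaching 60%; inconclusive means only one of the two criteria is met; inactive means mean below 60% and not all replicates reaching 60%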;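 further: luciferase light reporting Pax8 driven TPO promoter activity; plate controls were median of neutral control wells for no effect and mitoxantrone controls for full effect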
ARNT TACC3 PPI = disruptors of human ARNT/TACC3 interaction. Q9Y6A5. AlphaScreen His-ARNT PAS-B/GST-TACC3 binding, luminescence; TACC3 fragment carries E629A point mutation. inhibition, % at 9.99 µM. 390,000 compounds, 0.66% hits;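 active means mean inhibition of replicates at least 50% and at least half of replicates each reaching 50%; inconclusive means half or more replicates reach 50% but mean below 50%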;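 further: 0% = complete ARNT plus TACC3 wells and 100% = ARNT alone without TACC3; many hits fall short of the cut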
DENV2 CPE = DENV2-induced cell death inhibition | CPE inhibition, % at 9.99 µM | 350,000 compounds, 1.7% hits | AID 651640 | DENV2-infected cells, cytopathic effect rescue, plate reader; in the data active means CPE inhibition above about 20%, passing the limit was not always enough; inconclusive means no clear call, values can overlap the other calls; tested in BHK-21 cells;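 further: 0% = median of neutral control wells and 100% = median of positive control wells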
EWS-Fli inh = EWS/Fli transcriptional activity inhibition; A673 NR0B1-luciferase reporter, viability-normalised; 350,000 compounds, 0.67% hits; inhibition, % at 12.6 µM;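 active means mean inhibition of at least 50% after viability correction, with every replicate also passing that limit; inconclusive means mean reaches 50% but only one of two replicates passes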;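 further: firefly luciferase signal divided by Alamar Blue viability fluorescence both relative to DMSO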
Active calls of the source: *; ? = inconclusive; / = not tested or not shown; & = joins results of further samples. This is a random part of the collection; overall some 4.2% were active at least once.

Start of the listing, in advance, five compounds:
SMILES | F508del corr | GSIS activator | ERp5 block | Xi reactivation | PAX8 inh HTS | ARNT TACC3 PPI | DENV2 CPE | EWS-Fli inh
OCC1(Cc2cccc(Cl)c2)CCCN(Cc2cnn(-c3ccccc3)c2)C1 (configuration not stated) | 2.1 | -55 | -10 | 0.0 | 17 | 24 | -5 | 13
CCC(=O)Oc1ccc(NC(=O)c2ccco2)cc1 | -0.3 | 0 | 1 | 0.2 | -14 | -2 | 14 | 6
CN(C1=C(N2CCOCC2)C(=O)c2ccccc2C1=O)c1ccccc1 | / | -21 | / | 0.2 | -2 | 60* | / | /
CC(=O)NC[C@H]1[C@@H](c2ccc(-c3ccccc3)cc2)[C@H](CO)N1C(=O)C1CCC1 | -0.6 | 8 | 1 | 0.0 | 13 | -5 | -7 | -5
CC(=O)NC(=S)Nc1cc(C(F)(F)F)ccc1N1CCOCC1 | / | -7 | / | 0.0 | 9 | 9 | / | /

The list itself (from the top)
SMILES | F508del corr | GSIS activator | ERp5 block | Xi reactivation | PAX8 inh HTS | ARNT TACC3 PPI | DENV2 CPE | EWS-Fli inh
OCC1(Cc2cccc(Cl)c2)CCCN(Cc2cnn(-c3ccccc3)c2)C1 (configuration not stated) | 2.1 | -55 | -10 | 0.0 | 17 | 24 | -5 | 13
CCC(=O)Oc1ccc(NC(=O)c2ccco2)cc1 | -0.3 | 0 | 1 | 0.2 | -14 | -2 | 14 | 6
CN(C1=C(N2CCOCC2)C(=O)c2ccccc2C1=O)c1ccccc1 | / | -21 | / | 0.2 | -2 | 60* | / | /
CC(=O)NC[C@H]1[C@@H](c2ccc(-c3ccccc3)cc2)[C@H](CO)N1C(=O)C1CCC1 | -0.6 | 8 | 1 | 0.0 | 13 | -5 | -7 | -5
CC(=O)NC(=S)Nc1cc(C(F)(F)F)ccc1N1CCOCC1 | / | -7 | / | 0.0 | 9 | 9 | / | /
Cc1ccc(-n2c(SCC(=O)N/N=C/c3ccc(C)s3)nnc2-c2ccccc2)cc1 | / | -19 | -1 | -0.2 | 4 | 2 | 0 | 3
O=C(NCc1ccc(F)cc1F)[C@@H]1CCCN1C(=O)[C@@H]1CCCN1C(=O)c1cccs1 | 4.5 | 17 | 3 | 0.0 | -3 | / | 2 | 3
COc1ccc(/C=C/c2nc3cc(-c4ccccc4)ccc3o2)cc1O | -0.8 | / | 6 | 0.4 | 2 | -3 | -20 | 4
CCCC(C)NC1=NCCCCC1 (configuration not stated) | 0.8 | 7 | 4 | / | / | 1 | -6 | -5
COc1ccc(CNC(=O)C2CCCN(S(=O)(=O)c3cccc4nsnc34)C2)cc1 (configuration not stated) | -2.3 | -3 | -2 | 0.2 | 7 | -1 | 2 | /
O=C(CSc1n[nH]c(-c2cccnc2)n1)Nc1ccc(Cl)cc1 | -1.1 | 0 | 2 | -0.1 | 14 | / | 3 | 10
CN1c2ccc(-c3ccccc3F)cc2[C@@H]2[C@@H](CCN2S(=O)(=O)c2ccccc2)[C@H]1CO | 0.5 | 23 | 4 | -0.1 | 2 | 1 | 14 | -2
COc1ccc(CN2CC(C(=O)NCCCN3CCCCC3)CC2=O)cc1 (configuration not stated) | 3.6 | 2 | 2 | 0.1 | -3 | 6 | 8 | /
CC1CCCN(S(=O)(=O)c2ccc3[nH]c4c(c3c2)CCCC4)C1 (configuration not stated) | -4.0 | -2 | 4 | 0.2 | 33 | 17 | 0 | 1
O=C(NCc1ccc(-c2nc3ccccc3s2)cc1)c1ccc(Br)o1 | / | / | 1 | 0.8 | -51 | -2 | 5 | -40
C=CCC1C=C(C)CC(CC=C)N1 (configuration not stated) | -3.1 | 22 | 0 | 0.0 | -4 | 3 | 8 | 0
C[C@H]1CN([C@@H](C)CO)C(=O)Cc2cc(NC(=O)Nc3ccc4c(c3)OCO4)ccc2O[C@@H]1CN(C)C(=O)Nc1ccc(F)cc1 | 0.6 | 1 | / | -0.1 | -20 | 2 | -2 | -33
C=CCN1C=CC=C/C1=C1\SC(=S)N(C)C1=O | -2.0 | 16 | 3 | 0.0 | -10 | -1 | 9 | 4
CCOC(=O)c1cccc(N2CC3CNC(=O)C2(C(=O)OC)N3C)c1 (configuration not stated) | 0.0 | 6 | 5 | 0.0 | 2 | 2 | 14 | 2
CN1CCN(Cc2cn(C)nc2-c2ccccc2F)CC1c1ccccc1 (configuration not stated) | -2.2 | 1 | 0 | 0.1 | -14 | -6 | / | 4
CCCCCCCC(=O)OCC(=O)[C@@]1(O)CC[C@H]2[C@@H]3CCC4=CC(=O)CC[C@]4(C)[C@H]3[C@@H](O)C[C@@]21C | 4.1 | / | 7 | -0.1 | -3 | -2 | 6 | -11
COc1ccc(-c2noc(CCC(=O)N3CCN(c4cccc(Cl)c4)CC3)n2)cc1 | -0.1 | -5 | -10 | 0.1 | -7 | -5 | -4 | -3
Cc1ccc2nc(NC(=O)C3CCN(S(=O)(=O)c4cnc[nH]4)CC3)sc2c1 | / | -14 | / | 0.0 | -34 | -8 | / | /
O=C(c1ccc(Br)cc1)C(CN1CCOCC1)c1ccccc1 (configuration not stated) | 0.2 | 4 | 3 | 0.0 | 39 | -4 | -6 | 41
CC1(C(=O)Nc2ccc3c(c2)OCO3)CCN1C(=O)CC1CC1 (configuration not stated) | 5.0 | 9 | -1 | 0.1 | 1 | / | -1 | -1
CC(C)C(=O)N1CC(=O)Nc2ccc(F)cc2C1c1ccc(F)cc1 (configuration not stated) | -0.8 | -11 | 1 | 0.1 | 5 | 2 | 8 | 3
COCC#Cc1cnc2c(c1)C(=O)N([C@H](C)CO)C[C@H](C)[C@@H](CN(C)C(=O)c1cnccn1)O2 | 0.2 | 33 | -8 | -0.1 | / | 0 | -9 | 0
CCOC(=O)C1CCCN(S(=O)(=O)c2cn(C)c(=O)n(C)c2=O)C1 (configuration not stated) | 1.0 | -1 | 1 | 0.1 | -7 | -2 | -4 | -6
COCC(=O)N1[C@H](C#N)[C@@H](c2ccccc2)[C@H]1CO | 2.6 | 8 | 3 | 0.1 | 1 | 33 | ? | -5
COc1ccccc1NC(=O)N[C@@H]1C=C[C@@H](CC(=O)N[C@H](C)c2ccccc2)O[C@H]1CO | 1.9 | -2 | -3 | 0.0 | -12 | 1 | 7 | 3
CCOCCCn1c(=NC(C)=O)c(C(=O)OCC)cc2c(=O)n3ccccc3nc21 | -4.2 | -2 | 4 | 0.0 | 12 | 3&-1 | -3 | 2
CC(=O)NC1=CC(=C[N+](=O)[O-])C=C1O | 0.0 | -7 | 2 | 0.0 | -11 | / | 2 | 6
Cc1ccc(-c2nc(CN3CCCCC3c3cccc(F)c3)c(C)o2)o1 (configuration not stated) | -1.7 | -4 | 3 | 0.2 | 8 | 6 | -2 | 3
Cc1cc(C(=O)Nc2ccc(N3CCCCC3)cc2)no1 | 0.6 | -8 | -3 | 0.0 | -20 | -3 | 11 | 29
Cc1cc(Br)ccc1NC(=O)C(C)c1ccc([N+](=O)[O-])cc1 (configuration not stated) | 0.2 | -7 | -4 | -0.1 | 9 | / | 2 | 2
CN(C[C@@H]1[C@H](c2ccccc2)[C@H](CO)N1Cc1ccccn1)S(C)(=O)=O | 1.9 | 4 | 5 | 0.4 | 2 | -1 | -6 | -1
Cc1ccc(S(=O)(=O)N2CCCCC2CCNC(=O)C(=O)Nc2ccccc2F)cc1 (configuration not stated) | 6.6 | 9 | 5 | 0.5 | 0 | -14 | 3 | 34
O=C(CCc1nc(-c2ccccc2)no1)Nc1cccc(C(=O)NC2CC2)c1 | 2.4 | -7 | 1 | 0.8 | 2 | -1 | -2 | -1
Cc1ccc(NS(=O)(=O)c2cccc(C(=O)N/N=C/c3c(C)nn(-c4ccccc4)c3N3CCCC3)c2)c(C)c1 | / | -35 | / | -0.2 | 14 | -1 | / | /
Cc1cc(C)nc(OC(=O)c2c(Cl)cc(Cl)cc2Cl)n1 | -10 | -5 | -3 | 0.1 | -7 | -3 | 4 | 12
Cc1cc(C(=O)N(NC(=O)C(C)C)c2ccccc2)cs1 | -0.9 | -5 | -3 | 0.0 | -3 | -3 | -1 | 0
CCC1CCCCN1CCCNC(=O)CC1Oc2ccc(C)cc2NC1=O (configuration not stated) | 3.6 | 13 | -6 | 0.2 | 1 | / | 1 | -7
Cc1ccc(-c2csc(NC(=O)CCCc3cccs3)n2)cc1 | / | 98* | / | 0.1 | -8 | -5 | / | /
N/C(=N\c1nc2c(c(=O)[nH]1)CCCC2)Nc1ccc(Oc2ccccc2)cc1 | -4.8 | 4 | 4 | / | / | -3 | / | 13
O=C1CC(C(=O)Nc2ccc(F)cc2)n2cnnc2N1 (configuration not stated) | -1.0 | -2 | 3 | 0.0 | 10 | 5 | 12 | 4
C[C@H](CO)N1C[C@H](C)[C@H](CN(C)Cc2ccc3c(c2)OCO3)OCc2ccccc2-c2c(n(C)c3ccccc23)C1=O | -1.5 | 12 | 4 | -0.2 | -4 | / | -3 | -6
Cc1noc(C)c1S(=O)(=O)N(C)C[C@H]1Oc2ccc(NC(=O)C3CC3)cc2CC(=O)N([C@H](C)CO)C[C@H]1C | -2.2 | 1 | 1 | 0.1 | -11 | -3 | 5 | 6
O=C(NCc1csc(-c2cccs2)n1)C1CCC1 | 4.1 | 16 | 2 | 2.7 | -108 | 1 | 5 | -78
C[C@H](CO)N1C[C@H](C)[C@H](CN(C)Cc2ccc3c(c2)OCO3)Oc2ccc(NS(=O)(=O)c3cn(C)cn3)cc2C1=O | 2.2 | 19 | 0 | 0.0 | / | 1 | 4 | 4
Cc1cc(OCC(=O)NCc2cccnc2)c2c(C)c(Cc3ccccc3)c(=O)oc2c1 | 2.0 | 12 | 2 | 0.0 | -1 | 1 | 5 | 7
Cc1cc(OCCCn2cnc3ccccc3c2=O)ccc1[N+](=O)[O-] | -2.1 | 2 | 6 | 0.0 | 88* | -6 | 14 | 3
COc1cccc(-c2nn(-c3ccccc3)cc2CN2CCCO2)c1 | -3.1 | 17 | -1 | 0.0 | -8 | 1 | -4 | -9
O=C(CN(C(=O)c1csnn1)c1cccc(F)c1)NCc1ccc2c(c1)OCO2 | 0.2 | 35 | -1 | 0.0 | -3 | 3 | -4 | 11
CN(c1ccc(C(=O)Nc2ccc(F)cc2F)cc1)S(=O)(=O)c1ccccc1 | 3.7 | -30 | -3 | 0.1 | 11 | 0 | 3 | /
Cc1cn([C@H]2C[C@H](O)[C@@H](CCC(=O)NCCc3cccs3)O2)c(=O)[nH]c1=O | -2.0 | / | 2 | 0.1 | -6 | / | 9 | 6
C[C@@H]1CN([C@H](C)CO)C(=O)c2cc(C#C[C@@H](C)O)cnc2O[C@H]1CN(C)CC1CCCCC1 | -1.6 | 9 | / | -1.1 | / | -7 | 8 | -24
CCCOc1ccc(N/C=C/C(=O)C(C)(C)C)cc1 | -0.9 | 1 | 3 | 1.0 | -1 | -20 | 6 | -14
